Compound activity (PubChem)
FBW7 act = FBW7 E3 ligase activators, primary screen, biochemical, AlphaScreen, human; AlphaScreen FBW7–phospho-cyclin E peptide binding, activator screen; normalized activity (activation), % at 26.1 µM; 650,000 tested, 0.13% active; AID 1259310, 2017; in the data active means normalized activity above about 1.9%;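 further: purified mutant Fbw7 with reduced substrate affinity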
Target sequence (Q969H0 whole entry, looked up): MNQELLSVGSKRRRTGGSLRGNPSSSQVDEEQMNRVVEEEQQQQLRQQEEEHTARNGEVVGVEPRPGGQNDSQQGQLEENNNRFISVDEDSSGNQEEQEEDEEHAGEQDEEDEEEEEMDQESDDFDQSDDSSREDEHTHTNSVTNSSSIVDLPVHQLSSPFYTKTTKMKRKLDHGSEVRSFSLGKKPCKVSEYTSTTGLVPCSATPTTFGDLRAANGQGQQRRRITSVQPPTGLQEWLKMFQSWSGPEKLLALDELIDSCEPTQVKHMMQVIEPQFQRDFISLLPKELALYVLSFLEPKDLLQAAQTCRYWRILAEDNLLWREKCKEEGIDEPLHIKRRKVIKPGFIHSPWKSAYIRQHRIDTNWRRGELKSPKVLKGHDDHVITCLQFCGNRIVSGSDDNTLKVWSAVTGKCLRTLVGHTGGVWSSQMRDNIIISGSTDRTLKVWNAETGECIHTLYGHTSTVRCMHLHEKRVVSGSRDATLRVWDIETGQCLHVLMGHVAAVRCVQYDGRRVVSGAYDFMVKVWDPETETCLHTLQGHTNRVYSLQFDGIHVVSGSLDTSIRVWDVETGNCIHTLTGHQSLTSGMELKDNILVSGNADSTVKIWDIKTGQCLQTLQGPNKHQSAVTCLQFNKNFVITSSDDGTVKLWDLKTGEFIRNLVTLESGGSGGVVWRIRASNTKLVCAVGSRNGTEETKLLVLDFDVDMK
MITF primary = MITF inhibitors, primary screen, biochemical, AlphaScreen, human; AID 1259374, 2018; 650,000 tested, 0.91% active; AlphaScreen MITF homodimerization, bead proximity signal; inhibition, % at 2.6 µM; in the data active means inhibition above about 50%;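 further: 0% = vehicle wells with protein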
TEAD-YAP inh = TEAD-YAP interaction inhibition, primary screen, TEAD-YAP interaction inhibitor project, luminescence, HEK-TIYL cells; inhibition, % at 9.12 µM; 640,000 tested, 1.4% active; TEAD-Gal4/YAP UAS-luciferase luminescence; in the data active means inhibition above about 32%;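 further: 0% = median of test compound wells and 100% = reference inhibitor wells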
GPR151 activ = activators of human GPR151, primary screen, cell-based, PathHunter beta-arrestin, luminescence; G-protein coupled receptor 151 (Homo sapiens), Q8TDV0; PathHunter beta-arrestin GPR151 cells; activation, % at 11.2 µM; 650,000 tested, 1% active; AID 1508602, 2020; in the data active means activation above about 4.9%;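 further: 0% = median of compound wells and 100% = cells with positive control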
Numbers without * were called inactive.

Each structure is followed by: FBW7 act	TEAD-YAP inh	GPR151 activ	MITF primary
[1] CSc1ccc(/C=N\NC(=O)c2ccccn2)cc1
 : 0.6	49*	-7.0	11
[2] CCOc1ccc(NC(=O)CSc2nc3ccccc3c(=O)n2NC(=O)c2cccs2)cc1
 : 0.0	-13	0.8	-7
[3] O=C(CSc1nc2ccccc2c(=O)n1NC(=O)CCc1c[nH]c2ccccc12)NCc1ccccc1Cl
 : -0.1	2	-0.1	-10
[4] CCOCCCNC(=O)c1ccc(NC(C)=O)cc1
 : -0.1	-2	2.6	8
[5] Cc1cc2ccccc2c(=O)n1CC(=O)Nc1ccc2c(c1)OCCO2
 : 0.0	0	-0.3	1
[6] CC1CCN(c2nc3ncccc3nc2-c2ccccc2)CC1
 : 2.1*	-1	-0.3	11
[7] COc1cc(OC)c(NC(=O)Cn2ncc3c2-c2ccccc2OC3)cc1Cl
 : -0.1	5	1.3	2
[8] CC(C)c1ccc(CN[C@H]2C[C@H]3C(=O)N[C@H](C)C(=O)N3C2)cc1
 : 0.3	-13	-1.7	16
[9] COc1ccc(NC(=O)Cn2c(=O)c3ccccc3n3nncc23)cc1Cl
 : 0.0	1	3.3	15
[10] O=CN1CCN(c2ccc([N+](=O)[O-])cn2)CC1
 : 0.0	6	0.8	6
[11] COc1ccc(-c2nc(NCc3nc4ccccc4[nH]3)c3ncn(Cc4ccc(C(F)(F)F)cc4)c3n2)cc1
 : 0.0	11	0.2	14
[12] CCN(CC)CCNC(=O)CCNS(=O)(=O)c1cc(Br)cnc1N
 : 0.4	8	0.3	11
[13] Cc1ccc(C(=O)N/C(=C\c2ccc3c(c2)OCO3)C(=O)Nc2ccccc2Cl)cc1C
 : 0.0	-6	-0.4	-4
[14] Cc1cccc(NC(=O)CN2C(=O)CC(C)Sc3ccccc32)c1C (stereo unspecified)
 : -0.1	0	0.3	5
[15] COc1ccc(-c2cc3c4cccn4ccn3c2)cc1
 : -0.1	-2	-0.7	32
[16] Cc1ccc2c(c1)/C(=N\N=C\c1cc([N+](=O)[O-])ccc1O)C(=O)N2
 : 0.0	0	-0.4	4
[17] COc1ccc(-c2cnnc(NCc3cnc(-c4ccccc4)s3)n2)cc1
 : -0.1	10	1.8	3
[18] COc1ccc(-c2cc(C#N)nc(N3CCN(c4ccccc4)CC3)n2)cc1
 : 0.0	0	5.2*	-14
[19] COc1ccc(COC(=O)C2=C(C)NC(=O)NC2c2cc(OC)c(O)c([N+](=O)[O-])c2)cc1 (stereo unspecified)
 : -0.2	3	-1.1	6
[20] O=C(c1ccccc1F)N1CCN(Cc2ccccc2[N+](=O)[O-])CC1
 : -0.2	-3	0.1	62*
[21] CCSc1nc2ccccc2n1CC(=O)Nc1ccc([N+](=O)[O-])cc1
 : -0.1	-2	0.7	11
[22] Cc1ccc2nsnc2c1N(S(C)(=O)=O)S(C)(=O)=O
 : -0.1	-2	0.7	5
[23] COc1ccc(-n2c(CCn3c4ccccc4c4ccccc43)n[nH]c2=S)cc1
 : -0.2	1	0.5	9
[24] O=C(NC1CCCCCC1)C(F)(F)F
 : 0.5	1	0.0	8
[25] COC(=O)c1cc(S(=O)(=O)NCC(C)c2ccccc2)c[nH]1 (stereo unspecified)
 : 0.1	9	-2.1	3
[26] Cc1nn2c(NCCCO)c3c(nc2c1-c1cccs1)CCC3
 : -0.2	0	-0.2	-4
[27] CCCCC1(CC)NC(=S)N(c2ccccc2)N1 (stereo unspecified)
 : 0.0	-5	0.1	-11
[28] O=C(Nc1ccc(Cl)c(Cl)c1)c1ccc(F)c(S(=O)(=O)N2CCCCCC2)c1
 : 0.2	-8	1.0	3
[29] CC(=O)c1c(C)nc(-c2ccc(F)cc2)n1O
 : -0.1	15	-1.8	17
[30] CCCCCOc1ccc(Cn2ccnc2)cc1[N+](=O)[O-]
 : -0.1	-22	0.6	4

The closing 7 compounds of the section before are carried over, then new ones follow:
Each structure is followed by: FBW7 act	TEAD-YAP inh	GPR151 activ	MITF primary
[24] O=C(NC1CCCCCC1)C(F)(F)F
 : 0.5	1	0.0	8
[25] COC(=O)c1cc(S(=O)(=O)NCC(C)c2ccccc2)c[nH]1 (stereo unspecified)
 : 0.1	9	-2.1	3
[26] Cc1nn2c(NCCCO)c3c(nc2c1-c1cccs1)CCC3
 : -0.2	0	-0.2	-4
[27] CCCCC1(CC)NC(=S)N(c2ccccc2)N1 (stereo unspecified)
 : 0.0	-5	0.1	-11
[28] O=C(Nc1ccc(Cl)c(Cl)c1)c1ccc(F)c(S(=O)(=O)N2CCCCCC2)c1
 : 0.2	-8	1.0	3
[29] CC(=O)c1c(C)nc(-c2ccc(F)cc2)n1O
 : -0.1	15	-1.8	17
[30] CCCCCOc1ccc(Cn2ccnc2)cc1[N+](=O)[O-]
 : -0.1	-22	0.6	4
[31] COc1ccc(-c2noc(Nc3cc(Cl)ccc3OC)n2)cc1
 : 0.2	-12	-1.5	4
[32] COc1cccc(OC(=O)Nc2ccc(Cl)cc2)c1
 : 0.4	-13	0.7	15
[33] O=C(c1ccc([N+](=O)[O-])cc1)N1CCN(Cc2ccccc2Br)CC1
 : -0.2	1	0.1	58*
[34] CC1=C(C(=O)OC2CCCCC2)C(c2cccc(O)c2)C2=C(CC(C)(C)CC2=O)N1 (stereo unspecified)
 : -0.2	-1	1.4	14
[35] CCOc1ccc(C(=O)OCC(=O)NC2CC2)cc1
 : 0.0	5	-0.8	0
[36] Cc1cc(C)nc(N/N=C/c2ccc(C3C=CCC3)s2)n1 (stereo unspecified)
 : -0.3	14	1.1	0
[37] CCCCOc1ccc(C(=O)N=c2sc3cc(Cl)ccc3n2C)cc1
 : 0.0	-16	1.3	-10
[38] CC(C)(C)n1ncc2c(=O)n(CC(=O)Nc3ccc4c(c3)OCCO4)cnc21
 : 0.1	12	2.8	6
[39] CCCc1nnsc1C(=O)N1Cc2nn(C(C)(C)C)c(-n3cccc3)c2C1
 : 0.2	6	-1.4	13
[40] COc1ccc(-c2n[nH]c(=S)n2/N=C/c2ccccc2OC)cc1
 : 0.0	-4	3.0	8
[41] N#Cc1c(NC(=S)NC(=O)C23CC4CC(CC(C4)C2)C3)sc2c1CCC2
 : 0.0	1	-1.1	-8
[42] CCC(C)(C)n1nnnc1CN(Cc1ccco1)Cc1cc2ccc(OC)cc2[nH]c1=O
 : 0.0	-2	-0.5	6
[43] CCc1c(C)sc2ncn(C3CCN(C(=O)c4ccc5c(c4)nc(C)n5C)CC3)c(=O)c12
 : 0.1	-5	-0.1	9
[44] O=C(Cc1cn(-c2ccc(N3CCN(Cc4ccc5c(c4)OCO5)CC3)nn2)c2ccccc12)NCCOc1ccccc1
 : 0.0	-1	3.2	-3
[45] Nc1c(C(=O)c2ccc(Br)cc2)sc2[nH]c(=O)c(C(=O)O)cc12
 : -0.2	-4	1.7	-2
[46] Cc1ccc(N(CCCCN2C(=O)c3ccccc3C2=O)C(=O)c2cccc(Cl)c2)cc1
 : 0.1	6	-0.4	3
[47] O=C(NN1C(=O)C2C(C1=O)C1C=CC2C12CC2)c1ccccc1Cl (stereo unspecified)
 : 0.0	-4	-0.8	-1
[48] O=C1Cc2cc(S(=O)(=O)N3CCC(C(=O)O)CC3)ccc2N1
 : 0.1	4	-1.5	19
[49] Cc1cc(-c2cncnc2C2CCN(C(=O)c3ccc4c(c3)OCO4)CC2)on1
 : 0.2	-2	-0.5	16
[50] CCOC(=O)C1=C(C)NC(=O)NC1c1cc(Cl)cc(Cl)c1OC (stereo unspecified)
 : 0.1	9	-0.4	1
[51] Cn1c(=O)[nH]c(=O)c2c1nc(N1CCCCC1)n2CC(=O)c1ccccc1
 : 0.1	3	-0.5	11
[52] COc1ccc(/C=N/Nc2nc3ccccc3s2)cc1Cn1cc([N+](=O)[O-])cn1
 : -0.1	0	-1.0	15
[53] CC(C)C(=O)NC(C)c1nnc2n1CCN(Cc1ccc(-c3ccccc3Cl)o1)CC2 (stereo unspecified)
 : 0.9	2	-0.6	2
[54] CC(=O)N(CCCN(C)C)c1nc(-c2ccc(F)cc2)cs1
 : -0.1	1	2.4	-1
[55] Cc1ccc(NC(=O)CSc2nncn2N)c(C)c1
 : 0.2	4	2.6	8
[56] COc1cc(Br)cc(/C=C2/NC(=O)N(Cc3ccc(F)cc3)C2=O)c1O
 : -0.1	1	-0.5	13
[57] Brc1cc(/C=N\n2cnnc2)cc2cccnc12
 : 0.0	-12	0.8	-6
[58] O=C(NC1CCCC1)c1ccccc1Br
 : 0.0	4	-0.3	3
[59] O=C(OCCSC1=NS(=O)(=O)c2ccccc21)c1ccccc1Br
 : -0.1	-10	-2.0	-4
[60] COC(C#CC(C(C)C)N(C)C)(c1ccccc1)c1ccccc1 (stereo unspecified)
 : -0.1	-6	1.7	-4

Some of these compounds in order of number of heavy atoms, descending:
Each structure is followed by: FBW7 act	TEAD-YAP inh	GPR151 activ	MITF primary
[52] COc1ccc(/C=N/Nc2nc3ccccc3s2)cc1Cn1cc([N+](=O)[O-])cn1
 : -0.1	0	-1.0	15
[33] O=C(c1ccc([N+](=O)[O-])cc1)N1CCN(Cc2ccccc2Br)CC1
 : -0.2	1	0.1	58*
[45] Nc1c(C(=O)c2ccc(Br)cc2)sc2[nH]c(=O)c(C(=O)O)cc12
 : -0.2	-4	1.7	-2

Other compounds follow.
Each structure is followed by: FBW7 act	TEAD-YAP inh	GPR151 activ	MITF primary
[61] CN(CCO)c1cc(N2CCOCC2)c2nonc2c1[N+](=O)[O-]
 : -0.2	0	-2.4	-1
[62] CN1CCSc2ccc(C(=O)N3CCCCCC3)cc21
 : 0.3	-19	0.0	13
[63] CCCCN(C)CCNC(=O)C1CCN(S(=O)(=O)CC)CC1
 : 0.9	1	0.0	13
[64] CC(=O)Nc1ccc(N=NC2C(=O)N(c3ccccc3)N=C2C)cc1 (stereo unspecified)
 : 0.1	-7	0.4	20
[65] Cc1cc([N+](=O)[O-])ccc1NC(=O)c1cc2ccccc2o1
 : 1.2	-48	1.0	13
[66] COC(=O)C1=C(C)NC2=C(C(=O)CC(C)(C)C2)C1c1cccc([N+](=O)[O-])c1 (stereo unspecified)
 : 0.0	3	0.0	-9
[67] CCN1CCN(C(=O)c2ccc(N3CCCC3=O)cc2)CC1
 : 0.5	4	-1.4	12
[68] Cc1ccc(C(=O)Nc2ccn(Cc3ccccc3)n2)cc1
 : 0.2	-44	-2.3	-4
[69] COC(=O)c1ccccc1NC(=O)CN(c1cccc(F)c1)S(C)(=O)=O
 : 0.6	27	-2.0	-3
[70] Cc1ccc(C(=O)Nc2c3c(nn2-c2ccc(F)cc2)CSC3)cc1C
 : 0.0	-14	0.0	-9
[71] Cc1ccc(NC(=O)CCc2nnc3ccc(NCCC4=CCCCC4)nn23)cc1
 : 0.0	5	0.0	4
[72] O=C(Nc1c(-c2cccs2)nc2ccccn12)c1ccc([N+](=O)[O-])cc1
 : -0.3	7	1.4	-10
[73] O=S(=O)(NCc1nc(N2CCCC2)c2cc(Cl)ccc2n1)c1ccc(F)cc1F
 : 0.0	-2	-1.6	4
[74] CCc1nc(SCc2ccc(Cl)c(Cl)c2)c(C#N)c2c1CCCC2
 : 0.2	-5	-0.5	-8
[75] Cc1cc(C)cc(-n2cnc3cc(C(=O)N4CCc5ccccc54)ccc32)c1
 : -0.1	8	-0.4	-9
[76] CC(C)Cc1ccc(/C(CCCC(=O)O)=N\O)s1
 : -0.1	10	-0.1	-3
[77] CC(=O)Nc1ccc(SC(C)C(=O)Nc2ccc(C(N)=O)cc2)cc1 (stereo unspecified)
 : -0.1	-2	-0.9	-3
[78] COc1cc(C(=O)OCCCN2CCOCC2)ccc1O
 : 0.0	-8	-1.0	-9
[79] CCOc1ccccc1NC(=O)Cn1ncc2c(=O)oc3ccccc3c21
 : 0.7	0	-1.1	6
[80] COc1ccc(C2=N/C(=C\c3cccc(F)c3)C(=O)O2)cc1[N+](=O)[O-]
 : 0.5	-3	-0.5	1
[81] COc1ccc2cc(CN(CC3COCCO3)S(=O)(=O)c3ccccc3)c(=O)[nH]c2c1 (stereo unspecified)
 : -0.2	2	0.3	-8
[82] CCOc1ccc(-n2c(C)cc(/C=N/Nc3nc(C)cc(C)n3)c2C)cc1
 : -0.3	-8	0.6	17
[83] O=C(CN1CCC(O)(c2ccccc2F)CC1)Nc1nc2c(s1)CCCC2
 : 0.0	3	-0.5	-8
[84] O=C(/C=C/c1ccccc1[N+](=O)[O-])Nc1ccc(S(=O)(=O)N2CCOCC2)cc1
 : -0.1	0	1.4	-2
[85] COc1ccc(N2CCN(C(c3cccs3)C(C)NC(=O)c3ccc(OC)c(OC)c3)CC2)cc1 (stereo unspecified)
 : -0.1	-6	0.2	1
[86] CCOc1ccc(CNC2CCCCC2)cc1
 : 0.1	-6	0.5	10
[87] Cc1oc(-c2cccc(Br)c2)[n+]([O-])c1C
 : 0.0	0	-0.6	0
[88] CN(C(=O)c1cccs1)C(Cc1ccccc1)C1CCN(C(=O)Cn2cncn2)CC1 (stereo unspecified)
 : 0.0	-14	-1.4	-9
[89] Cn1c(=O)c(/C=C/c2ccc(Br)cc2)nc2ccccc21
 : 0.7	-16	-1.4	6
[90] CC(C)CN(CC(C)C)C(=O)CN1c2cccc3cccc(c23)S1(=O)=O
 : 0.1	-4	-0.3	37
